UBC9 SUMO inh = SUMOylation inhibition | P63279 | HTRF SUMOylation assay, SAE1/SAE2 + UBC9, in vitro | inhibition, % at 35 µM | 290,000 tested, 0.36% active | AID 2006; in the data active means inhibition above about 50%, passing the limit was not always enough; further: strong numbers were not always called active
Target sequence (P63279 whole entry, looked up): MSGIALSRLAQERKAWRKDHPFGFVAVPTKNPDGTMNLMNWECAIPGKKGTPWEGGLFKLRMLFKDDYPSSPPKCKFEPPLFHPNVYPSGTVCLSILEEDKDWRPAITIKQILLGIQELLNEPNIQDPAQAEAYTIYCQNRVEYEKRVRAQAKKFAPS
CRFR2-BP antag = blocks CRF-induced signaling of the CRF-BP/CRF-R2 complex; HEK293 CRF-R2/CRF-BP, CRF-induced calcium fluorescence; inhibition, % at 11.8 µM; 350,000 tested, 0.59% active; AID 588475;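 active means inhibition of the ligand-induced calcium signal above about 50% at the single tested concentration, limit read from the data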
MEKK2 mut-MEK5 = signal of MEK5 binding to mutant human MEKK2 PB1 domain; 290,000 tested, 0.35% active; percent response, % at 10 µM; bead flow cytometry, Alexa488-MEK5 binding to MEKK2 mutant; AID 1530; in the data active means percent response above about 24%, passing the limit was not always enough; further: inactives centre near 1; some results filed as inactive read as strong as hits
GalR3 antag = antagonists of human GalR3; HEK293 GalR3-CNG cAMP membrane potential fluorescence; galR3 body fused to GalR1 C-terminus; inhibition, % at 3 µM; 360,000 tested, 0.44% active;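 active means inhibition above the screen-wide average plus 3 SD, cut at about 13% in these data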;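 further: forskolin and galanin both at EC90 stimulate the cells; cAMP rise reported by CNG channel membrane potential dye signal; 0% = forskolin plus galanin with DMSO and 100% = forskolin alone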
Target sequence (O60755 1-299 limits assumed): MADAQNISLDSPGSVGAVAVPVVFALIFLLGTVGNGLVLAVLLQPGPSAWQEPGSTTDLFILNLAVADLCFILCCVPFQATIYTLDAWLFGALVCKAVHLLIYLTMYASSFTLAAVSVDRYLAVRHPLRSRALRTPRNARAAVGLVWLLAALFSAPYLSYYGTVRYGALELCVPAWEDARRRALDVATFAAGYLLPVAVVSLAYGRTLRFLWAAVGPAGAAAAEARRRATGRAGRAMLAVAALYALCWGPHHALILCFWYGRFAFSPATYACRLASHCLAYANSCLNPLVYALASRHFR
DNA FID counter = counter-screen for HCV NS3 helicase inhibitors: DNA intercalator displacement. DNA fluorescent intercalator displacement, fluorescence. inhibition, % at 7.9 µM. 290,000 tested, 0.17% active; in the data active means inhibition above about 37%;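 further: 0% = vehicle and 100% = reference compound; higher means more ethidium bromide displaced from hairpin DNA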
MEKK3 PB1 HTS = raises or lowers MEK5 binding to the human MEKK3 PB1 domain. Q99759. bead-based flow cytometry, Alexa488-MEK5 binding to MEKK3; actives lie on both sides; 0 = blocked by unlabeled MEK5, 100 = vehicle. binding response (% of control), % at 10 µM. 290,000 tested, 1.4% active;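 active means binding response more than 3 SD above or below the average of its plate-row segment, actives on both sides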;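 further: Alexa488 bead fluorescence after subtracting the streptavidin-only scavenger bead signal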
Target sequence (Q99759 whole entry, looked up, the tested form may be a part): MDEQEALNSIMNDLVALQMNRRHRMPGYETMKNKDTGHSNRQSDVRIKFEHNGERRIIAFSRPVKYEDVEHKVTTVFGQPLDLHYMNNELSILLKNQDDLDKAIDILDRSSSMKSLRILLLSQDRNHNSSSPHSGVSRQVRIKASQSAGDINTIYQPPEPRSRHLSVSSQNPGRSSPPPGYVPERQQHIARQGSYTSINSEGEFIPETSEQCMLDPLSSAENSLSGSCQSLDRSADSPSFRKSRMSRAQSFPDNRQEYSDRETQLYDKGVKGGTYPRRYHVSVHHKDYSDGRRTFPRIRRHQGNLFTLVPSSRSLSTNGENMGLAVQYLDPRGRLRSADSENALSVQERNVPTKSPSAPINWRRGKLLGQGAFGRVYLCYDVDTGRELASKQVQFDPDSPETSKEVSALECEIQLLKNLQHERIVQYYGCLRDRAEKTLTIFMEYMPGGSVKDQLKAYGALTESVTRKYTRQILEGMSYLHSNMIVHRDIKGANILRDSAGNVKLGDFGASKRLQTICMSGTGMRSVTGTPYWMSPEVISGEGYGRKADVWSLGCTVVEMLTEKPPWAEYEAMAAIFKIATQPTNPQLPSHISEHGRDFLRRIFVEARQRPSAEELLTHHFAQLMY
MEKK2 WT-MEK5 = raises or lowers MEK5 binding to wildtype human MEKK2 PB1 domain; Q9Y2U5; bead flow cytometry, Alexa488-MEK5 binding to MEKK2 WT; actives lie on both sides; binding response (% of control), % at 10 µM; 290,000 tested, 1.1% active; in the data active means binding response below about 67% or above about 130%
HCV NS3 hel inh = HCV NS3 helicase inhibition; 290,000 tested, 0.56% active; inhibition, % at 10.9 µM; NS3 helicase DNA unwinding, Cy5 molecular beacon fluorescence;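 active means inhibition above the mean of all tested compounds plus 3 SD, set per campaign, cut at about 35% in these data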;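 further: 0% = DMSO wells and 100% = thioflavine S control wells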
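test system = hepatitis C virus NS3 helicase domain fragment enzyme | reagent = annealed dual-labelled DNA beacon duplex, ATP-started | times = 1 h at 25 °C | detection = Cy5 fluorescence, 0 and 60 min reads | read-out basis = percent inhibition from t60/t0 fluorescence ratio | control set = DMSO and thioflavine S | replication = one well per compound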
CRFR2-BP ag = agonists of human CRF-binding protein/CRF-R2 receptor complex; HEK293 CRF-R2/CRF-BP, calcium dye fluorescence (FLIPR); percent of saturating CRF peptide response; activation, % at 13.2 µM; 350,000 tested, 0.46% active; AID 588473;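 active means activation of at least 50%, plus an integration ratio under a set limit after plate pattern correction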;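 further: plate controls were neutral control wells without compound for no effect and CRF at EC100 for full effect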
The depositor's hits bear a star; . = no result given; [ ] = dose if it differs, or a comment.

SMILES	UBC9 SUMO inh	CRFR2-BP antag	MEKK2 mut-MEK5	GalR3 antag	DNA FID counter	MEKK3 PB1 HTS	MEKK2 WT-MEK5	HCV NS3 hel inh	CRFR2-BP ag
CCN(CC)S(=O)(=O)c1cc(OC)ccc1N=Nc1ccc(O)c2ncccc12	-47	0	-2	-6	-24	103	99	50*	-3.4
COc1ccc(-c2c(C(F)(F)F)nn(C)c2NC(=O)c2ccco2)cc1	17	21	-2	0	-4	98	100	6	-1.0
CC/C(O)=C1\C(=O)CCCC1=NCc1nc2ccccc2[nH]1	6	1	-9	-3	-5	103	94	16	-1.2
CCOC(=O)c1c(C(=O)OCC)c(C)n(Cc2cc(OC)c(OC)c(OC)c2)c1C	4	15	-2	-2	-31	90	90	5	-2.4
COc1ccc(C2COC(=O)C2=N)c(NC(=O)c2ccc(Cl)cc2)c1 (centres undefined)	6	40	-4	0	-11	94	84	20	-0.6
O=S(=O)(c1ccc(-n2cnnn2)cc1)N1CCNCC1	-4	-3	5	3	-1	108	108	1	-0.7
COc1ccc(N(C(=O)Cn2nnc(-c3ccc(F)cc3)n2)C(C)C(=O)NC2CCCC2)cc1 (centres undefined)	-10	11	1	-9	-44	105	112	-4	-1.5
Cc1cc(C)n(CC2CC(=O)N(c3ccc(Cl)c(Cl)c3)C2=O)n1 (centres undefined)	-4	-12	3	-2	-15	107	111	-5	0.2
CCOC(=O)COc1c(Cl)cc(C2NC(=S)NC(c3ccccc3)=C2C(C)=O)cc1OC (centres undefined)	-2	-42	-2	-2	-27	98	97	-2	12
Cc1ccccc1Cn1nc(C)c(NC(=O)c2cc3n(n2)C(C(F)F)CC(C(F)F)N3)c1C (centres undefined)	0	4	0	-3	-41	98	97	8	-0.1
Cc1sc2nc(CSCC(=O)Nc3ccc(N4CCOCC4)cc3)[nH]c(=O)c2c1C	19	9	-1	1	-9	101	100	-1	-0.3
S=C(NCCc1ccc(Cl)cc1)NC1CCCC1	-9	14	-2	-6	-5	99	106	4	-2.2
Clc1ccc(-c2nnc3sc(Cc4cccs4)nn23)cc1	13	-12	17	-3	-7	111	105	7	-0.6
NC(=O)NCCCC(NC(=O)c1ccc(C#CC2(O)CCCCC2)cc1)C(=O)O (centres undefined)	4	-3	3	-2	-6	100	96	1	2.9
CC(C)NC(=O)CCCn1c(=S)[nH]c2cc3c(cc2c1=O)OCO3	-12	6	3	-5	2	98	98	3	0.2
COc1ccc(/C=C(\NC(=O)c2ccc(C)cc2)C(=O)NCCCn2ccnc2)cc1OC	22	13	1	6	-2	104	102	-10	-2.9
O=P(Cc1ccccc1)(c1ccccc1)c1ccccc1	17	9	3	-11	-17	96	115	-10	-0.9
C=CCNC(=S)/N=c1\sccn1C	4	4	-3	0	2	98	99	3	-2.6
COc1cc(C2=NOC(C(=O)NCc3ccc(F)cc3)C2)cc(OC)c1OC (centres undefined)	-3	8	.	-3	-16	.	.	-6	-0.9
CC1=C(C(=O)Nc2ccc(C)cc2C)C(c2ccc(Cl)cc2)n2nc(C(=O)OC(C)C)nc2N1 (centres undefined)	11	-31	2	-2	-2	111	103	-1	4.8
Cc1cccc(NS(=O)(=O)c2cccc(C(=O)N3CCN(c4ccccn4)CC3)c2)c1	9	115*	3	2	-38	102	105	-6	-1.9
O=C(Nc1cccc2ccccc12)c1ccccc1	8	-3	6	-3	-3	100	102	1	1.7
CCN(CCO)C(=O)C12CCC(C)(C(=O)C1)C2(C)C (centres undefined)	1	2	6	-3	0	102	102	8	3.3
O=C(Nc1ccnn1C1CCN(CCCC2CCCC2)CC1)c1ccccc1Cl	6	-13	7	1	15	104	114	-13	0.7
FC(F)(F)c1cnc(NNC(=S)Nc2cccnc2)c(Cl)c1	-7	0	-14	-6	-1	70	66	17	8.4
New compounds follow
SMILES	UBC9 SUMO inh	CRFR2-BP antag	MEKK2 mut-MEK5	GalR3 antag	DNA FID counter	MEKK3 PB1 HTS	MEKK2 WT-MEK5	HCV NS3 hel inh	CRFR2-BP ag
Cc1nn(-c2cc(C(F)(F)F)ccc2Cl)c2nc(C(Cl)(Cl)Cl)[nH]c(=O)c12	23	52*	-6	11	-26	96	93	21	0.5
Cc1cc(NC(=O)c2cc3n(n2)C(C(F)(F)F)CC(c2ccco2)N3)no1 (centres undefined)	15	20	12	.	-12	109	114	1	-4.5
COC(=O)C(Cc1cnc(Cl)s1)(C(=O)OC)c1ccccc1[N+](=O)[O-]	4	14	7	-6	-9	103	105	0	-0.8
Cc1ccc(N/C(CSC(N)=O)=N/S(=O)(=O)c2ccccc2)cc1	9	19	4	1	3	125*	116	6	-1.1
CCn1nnnc1SCC(=O)c1cccc(OC)c1	15	-9	-2	-4	-1	99	98	2	6.8
C=CCNC(=O)N1CCC(n2nccc2NC(=O)CCc2ccccc2)CC1	3	-22	-2	6	-17	101	105	7	-1.3
N#Cc1ccc(COC(=O)c2ccc3c(=O)[nH]c(CN4CCOCC4)nc3c2)cc1	10	26	4	-3	-6	107	111	3	0.7
Nc1nonc1-n1nnc(C(=O)c2ccccc2)c1-c1ccccc1	3	24	-9	-4	-9	103	98	-7	0.7
CCn1nc(C)c(CN2CCN(Cc3ccc(OC)c(C)c3C)C(CCO)C2)c1C (centres undefined)	12	-6	11	-3	8	101	111	0	-1.1
COCC(=O)Nc1nc2ccc(C)cc2s1	-5	-15	3	-3	2	100	106	-2	-1.9
CC1CCN(C(=O)CC(NC(N)=O)c2ccccc2Cl)CC1 (centres undefined)	13	7	7	-1	-9	102	98	-8	1.0
CCOCCCNCC(=O)NC1(C)C2CCC(C2)C1(C)C (centres undefined)	2	-4	10	-2	10	113	116	-1	3.7
CC(C)N(Cc1cc2ccccc2[nH]c1=O)C(=O)C(C)(C)C	14	5	15	-2	-20	106	109	3	-0.1
COc1ccc(Cl)cc1N(CC(=O)NC(C)(C)C)S(=O)(=O)c1ccc(C)c([N+](=O)[O-])c1	-18	6	-2	-7	-10	104	92	11	1.1
CCC(=O)N1C(=O)C2(Nc3ccccc3N2)c2ccccc21	-9	.	-3	.	-12	113	106	18	.
CN(C(=O)c1cccc(NC(=O)c2ccco2)c1)c1ccccc1	-5	3	1	-7	-15	100	104	-7	-0.4
CCN1CCN(C(=O)c2ccc(CNS(=O)(=O)c3cccc(OC)c3)cc2)CC1	-5	12	4	-2	6	103	105	18	-0.2
C=CCn1c(SCC(=O)Nc2cc(NC(C)=O)ccc2OC)nnc1-c1cccnc1	-7	28	1	-7	-10	107	102	1	-2.0
O=C(CSc1nnc(Cc2ccccc2)o1)N1CCCC1	9	3	-7	0	-6	93	93	5	-2.3
NC(=O)CC[C@H](NC(=O)c1ccc(F)cc1)C(=O)OCC(=O)Nc1c(F)c(F)c(F)c(F)c1F	2	-11	-2	0	3	97	99	-1	1.5
O=C(Nc1cccc(OC(=O)c2ccco2)c1)c1ccco1	18	-46	-21	-6	4	0.0*[inhibitor]	-1.0*[inhibitor]	-4	11
Cc1[nH]c2ccccc2c1/C=C/c1nc2ccccc2c(=O)n1-c1ccc([N+](=O)[O-])cc1	20	-1	9	-3	4	98	95	2	-1.8
CC(C)CCNc1nc(N)c([N+](=O)[O-])c(N2CCCCCC2)n1	-22	-11	8	-10	-23	109	108	-53	0.1
CN(C)c1ccc(/C=C(\C#N)c2ccccn2)cc1	26	-22	-2	7	-2	99	104	-7	7.6
Cc1cc(C)cc(NC(=O)CCc2ccc(C)o2)c1	.	5	-10	1	-6	94	93	24	-0.1

Part of the list above in a different format.
> Cc1cc(NC(=O)c2cc3n(n2)C(C(F)(F)F)CC(c2ccco2)N3)no1 (centres undefined)
  UBC9 SUMO inh: 15; CRFR2-BP antag: 20; MEKK2 mut-MEK5: 12; GalR3 antag: .; DNA FID counter: -12; MEKK3 PB1 HTS: 109; MEKK2 WT-MEK5: 114; HCV NS3 hel inh: 1; CRFR2-BP ag: -4.5
> COC(=O)C(Cc1cnc(Cl)s1)(C(=O)OC)c1ccccc1[N+](=O)[O-]
  UBC9 SUMO inh: 4; CRFR2-BP antag: 14; MEKK2 mut-MEK5: 7; GalR3 antag: -6; DNA FID counter: -9; MEKK3 PB1 HTS: 103; MEKK2 WT-MEK5: 105; HCV NS3 hel inh: 0; CRFR2-BP ag: -0.8

The listing continues.
SMILES	UBC9 SUMO inh	CRFR2-BP antag	MEKK2 mut-MEK5	GalR3 antag	DNA FID counter	MEKK3 PB1 HTS	MEKK2 WT-MEK5	HCV NS3 hel inh	CRFR2-BP ag
COC(=O)c1cc(S(=O)(=O)N2CCOCC2)ccc1Sc1ccccc1N	-6	-34	5	2	-4	107	108	1	-2.0
Cc1onc(-c2ccccc2)c1C(=O)N1CCN(c2ccc([N+](=O)[O-])cc2)CC1	-5	0	-5	-1	-8	93	89	-5	-0.5
Cc1nn(-c2ccccc2)c(Cl)c1/C=N/NC(=O)CNc1n[nH]c(=O)[nH]c1=O	8	.	0	-5	-5	127	112	11	.
O=C(O)c1cccc(-n2cc(-c3cccc(C(F)(F)F)c3)cn2)c1	21	-4	9	-10	-26	104	102	8	1.5
Cc1ccc(C)c(OCc2cc(C(=O)N3CC[C@@H]4CCCC[C@H]4C3)no2)c1	1	8	6	-3	-37	103	100	-8	-0.4
O=C(NCc1ccco1)c1ccc2nc3sc4c(c3c(=O)n2c1)CCCC4	28	.	6	.	2	102	94	16	.
COCCNC(=S)N=Nc1c(O)[nH]c2ccc([N+](=O)[O-])cc12	20	-4	-12	-7	-1	94	93	5	-1.6
CSc1ccc(CN(C)CC(=O)Nc2ccccc2Br)cc1	-1	-18	-1	-7	-14	132*	102	10	-1.7
Cc1coc2c(C)c3oc(=O)c4c(c3cc12)CCCC4	-6	10	-1	1	.	98	99	.	0.8
COc1cc(C(=S)N2CCOCC2)ccc1OC(=O)c1ccc([N+](=O)[O-])cc1[N+](=O)[O-]	-3	6	1	1	-12	103	105	-13	-0.8
Cc1ccccc1SCC(=O)N1CCN(c2ccc(C(F)(F)F)cn2)CC1	-17	2	5	-4	-5	100	90	-11	-0.3
OCC[C@@H]1C[C@@H](O)[C@H](O)[C@@]2(Cc3ccccc3O2)O1	20	2	-4	3	-5	104	99	-3	-1.1
O=c1c(-c2ccc3c(c2)OCCO3)coc2cc(OC3OC(CO)C(O)C(O)C3O)ccc12 (centres undefined)	12	7	-11	-6	-2	44*[inhibitor]	46*[inhibitor]	3	0.2
CCN(CC)c1nc2c(s1)C(=O)NCCC2	17	21	0	0	0	100	98	-2	-2.3
CCn1nc(C)c(/C=N/NC(=O)Cn2nnc(N)n2)c1C	4	6	2	0	-3	105	109	2	-2.7
COc1cc(NC(=O)c2cccc(Cl)c2)c(OC)cc1NC(=O)CN1CCCCC1	-2	-40	-8	1	-5	101	92	-6	-0.6
COc1cccc(/C=N/n2cnc3ccccc32)c1OC	14	-36	-6	-2	-7	97	97	14	-0.3
O=C(NCC(=O)N(c1cccnc1)C(C(=O)NC1CCCC1)c1ccccc1)c1ccco1 (centres undefined)	16	10	-13	-6	-8	98	84	4	-1.4
CC(=O)Nc1cccc(/C(C)=N/NC(=S)NC(C)C)c1	-1	-7	-2	-4	-6	104	100	5	0.4
Cc1occc1-c1nnc(SCC(=O)NCc2cccs2)n1CC1CCCO1 (centres undefined)	2	-12	4	-1	-11	100	106	0	-1.7
COCc1cc(=O)[nH]c(-c2csc(C)n2)n1	6	-7	19	-3	-4	123	122	11	-0.7
Cc1cc(Nc2ccc(Br)cc2F)n2nc(C)nc2n1	0	16	1	0	-2	98	100	9	-5.4
COCCNC(=O)c1nc2ccccc2s1	-4	11	-2	0	-7	94	96	5	0.3
N/C(=N\OC(=O)CCn1cccc(C(F)(F)F)c1=O)c1ccc(OC(F)(F)F)cc1	17	-3	-15	2	-11	91	96	-1	-0.5

Bioassay records (PubChem)

Not all compounds are listed; count on the stated rates, not on these rows.
